TbPYK inhibitor: qHTS of Trypanosoma Brucei Inhibitors. pyruvate kinase (Trypanosoma brucei), Q57TT1. Potency, µM (titrated, usually from 76.8 µM), for inactives: at the highest dose activity, negative = inhibition, hits mostly inhibitors. TbPYK enzyme, Kinase-Glo Plus ATP luminescence, 45 min. 0.12% of 410,000 active; also: potency is read from the fitted curve at half-maximal effect; nearly all actives have a fitted effect of over 50% in size
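Readout: single end-point luminescence (Kinase-Glo Plus, 10 min). Reaction conditions were TbPYK/substrate plus 130 uM ADP, 45 min at RT, pH 7.2 TEA buffer. No-enzyme wells served as controls, and data were normalized before concentration-response fitting.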
AmpC no deterg: qHTS Inhibitors of AmpC Beta-Lactamase (assay without detergent); P00811; AmpC nitrocefin hydrolysis, absorbance 480 nm, 0.0001% Triton; Potency, µM (highest dose often 57.1 µM), without a hit: top-dose activity change, negative = inhibition, most hits filed as inhibitors; 0.52% of 330,000 active; AID 485341, 2010;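 also: potency is read from the fitted curve at half-maximal effect; plate controls were no compound for no effect and no enzyme for full effect; nearly all actives have a fitted effect of over 20% in size; some results filed as inactive show a strong effect at the top dose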
Target sequence (P00811 whole entry, looked up): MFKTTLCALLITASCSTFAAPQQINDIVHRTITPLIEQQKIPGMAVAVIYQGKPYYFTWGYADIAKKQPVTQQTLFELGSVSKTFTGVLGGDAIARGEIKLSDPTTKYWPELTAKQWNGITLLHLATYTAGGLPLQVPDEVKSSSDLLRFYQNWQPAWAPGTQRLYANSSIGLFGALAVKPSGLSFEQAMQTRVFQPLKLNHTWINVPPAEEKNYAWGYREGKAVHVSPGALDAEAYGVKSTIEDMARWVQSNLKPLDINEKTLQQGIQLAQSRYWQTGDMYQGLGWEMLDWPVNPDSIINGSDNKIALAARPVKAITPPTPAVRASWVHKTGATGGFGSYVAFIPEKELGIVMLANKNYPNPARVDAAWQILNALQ
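20 mM phosphate pH 7.0 + 0.01% (detergent screen) or 0.0001% Triton X-100; 5.3 nM AmpC reagent; cpd preinc 15 min RT; nitrocefin (800 uM stock) to start; A480 q20 s × 4 min; Activity was normalised to no-enzyme and no-compound control wells.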
HCMV inh: qHTS Assay for inhibitors of the human cytomegalovirus (HCMV); HFF cells, HCMV-luciferase reporter, 72 h; active compounds read low; 4.5% of 410,000 active; activity change, negative = inhibition, % at 57.5 µM; in the data active = activity change below about -60%; inconclusive = no clear call, values can overlap the other calls; inactive = above about -39%
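Compounds were evaluated in HFFs infected with an HCMV luciferase reporter virus (MOI 1 PFU/cell). Luciferase in lysates collected 72 h post infection served as the replication measure.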
AmpC inh detg: qHTS Inhibitors of AmpC Beta-Lactamase (assay with detergent) | P00811 | AmpC hydrolysis of nitrocefin, absorbance 480 nm, 0.01% Triton | 0.041% of 370,000 active | AID 485294, 2010 | Potency, µM (series often up to 114 µM), inactives show at the highest dose activity change, negative = inhibition, usual class: inhibitors;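 also: potency is read from the fitted curve at half-maximal effect; 0% = no-compound wells and -100% = no-enzyme wells; nearly all actives have a fitted effect of over 25% in size; some results filed as inactive show a strong effect at the top dose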
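AmpC (5.3 nM in the dispensed reagent) in 20 mM phosphate pH 7.0 with 0.01% (detergent screen) or 0.0001% Triton X-100 was preincubated with compounds for 15 min at room temperature. Nitrocefin was then added from an 800 uM solution, and hydrolysis was followed at 480 nm.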
AMA1-RON2 inh: qHTS for Inhibitors of AMA1-RON; Towards Development of Antimalarial Drug Lead: Primary Screen | Plasmodium falciparum AMA1 (3D7) - RON2 peptide interaction | AlphaScreen AMA1-biotinylated RON2 peptide binding | Potency, µM (titrated, usually from 58.2 µM), without a hit: top-dose activity change, negative = inhibition, actives largely listed as inhibitors | 0.2% of 360,000 active;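 also: potency is read from the fitted curve at half-maximal effect; 0% = vehicle wells and -100% = peptide control; nearly all actives have a fitted effect of over 45% in size; some results filed as inactive show a strong effect at the top dose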
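AMA1 (3D7) with his tag at 25 nM final met compounds first, then biotinylated RON2 peptide at 25 nM; detection used donor plus acceptor beads, 10 µg/mL apiece, read by AlphaScreen after 30 min at room temperature.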
LmPK inhibitor: qHTS Assay for Inhibitors of Leishmania Mexicana Pyruvate Kinase (LmPK); purified LmPK, Kinase-Glo ATP luminescence, 1 h; AID 1721, 2009; Q27686; Potency, µM (doses to about 57.5 µM), for the others: top-dose activity change, negative = inhibition, actives largely listed as inhibitors; 0.37% of 290,000 active; also: potency is read from the fitted curve at half-maximal effect
Target sequence (Q27686 whole entry, looked up): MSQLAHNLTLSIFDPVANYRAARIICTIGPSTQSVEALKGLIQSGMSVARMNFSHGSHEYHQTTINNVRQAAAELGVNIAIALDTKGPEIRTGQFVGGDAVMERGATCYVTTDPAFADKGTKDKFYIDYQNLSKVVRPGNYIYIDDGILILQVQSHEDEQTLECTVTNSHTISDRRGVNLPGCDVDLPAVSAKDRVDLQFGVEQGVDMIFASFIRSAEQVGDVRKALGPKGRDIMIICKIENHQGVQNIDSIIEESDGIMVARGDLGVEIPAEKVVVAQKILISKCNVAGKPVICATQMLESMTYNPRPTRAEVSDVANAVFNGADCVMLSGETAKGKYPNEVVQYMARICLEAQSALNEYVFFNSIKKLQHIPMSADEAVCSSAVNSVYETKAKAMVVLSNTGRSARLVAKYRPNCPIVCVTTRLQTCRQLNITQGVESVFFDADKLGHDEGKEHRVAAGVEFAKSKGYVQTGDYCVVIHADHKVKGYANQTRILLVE
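qHTS format; LmPK 0.1 nM; substrates PEP 0.5 mM and ADP 0.1 mM. One-hour room-temperature incubation, then coupled luciferase luminescence; 0.5 nM enzyme wells mark activation.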
HCV inh: qHTS Assay for Inhibitors of Hepatitis C Virus (HCV) | 3.4% of 340,000 active | Potency, µM (top dose mostly 41.8 µM), for the others: at the top dose activity change, negative = inhibition, hits mostly inhibitors | AID 651820, 2012 | Huh7.5.1 HCVcc-Cre infection, luciferase reporter, 44 h; also: potency is read from the fitted curve at half-maximal effect
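Seed cells (1,000/well) for 4 h; treat with compound and infect with HCVcc-Cre, moi about 0.5. Incubate 44 h, then detect luciferase activity.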
* marks the source's active call; other numbers are inactive results; ? = inconclusive; · = no result given; & = joins results of further samples; [ ] = dose if it differs, or a comment. Unless noted, calls follow the shape of the dose curve; as a rule, active = well fitted curve in the direction sought with a large enough effect; inconclusive = small, poorly fitted or top-dose-only effect, or another doubt; inactive = no such curve, though single readings can be large; an effect the other way counts as inactive or inconclusive. Unless noted, % is scaled to controls: 0 for no effect and ±100 for the full control effect. Compounds were not picked by outcome. About 7.5% of those tested had a hit in this group.

1. Cc1cc(C)c(C)c(S(=O)(=O)NCC(=O)N2CCCC2)c1C
2. CCN(CC)S(=O)(=O)c1cc(NC(=O)CN2C(=O)NC3(CCCc4ccccc43)C2=O)ccc1C (stereo not drawn)
3. Cc1sc(NC(=O)c2ccccc2)c(C(=O)c2ccccc2)c1C
4. CSc1ccccc1C(=O)NCCS(=O)(=O)N1CCN(c2ccc(F)cc2)CC1
5. O=C(CN1C(=O)S/C(=C\c2ccccc2F)C1=O)NC1CCS(=O)(=O)C1 (stereo not drawn)
6. Cc1ccccc1-c1nnn(CC(=O)N2CCN(C(=O)c3ccco3)CC2)n1
entry no.	1	2	3	4	5	6
TbPYK inhibitor	4%	1%	?	0%	-6%	2%
AmpC no deterg	9%	-23%	-28%	-23%	-10%	-10%
HCMV inh	-15	38	-28	1	-62*	23
AmpC inh detg	1%	-4%	-15%	-1%	1%	-8%
AMA1-RON2 inh	0%	-9%	-1%[11.6 µM]	-1%	36%[activator]	-20%
LmPK inhibitor	5%	0%	0%	·	3%	·
HCV inh	-21%	?	-13%	-8%	19%	25%

7. CN1OCC(S(=O)(=O)c2ccccc2)C1c1ccccc1 (stereo not drawn)
8. COc1cc(-c2cc(C(=O)Nc3nc4ccccc4s3)c3ccccc3n2)cc(OC)c1OC
9. C(=Nc1ccccc1)c1ccc[nH]1
10. Cc1c(C(=O)NCc2ccccc2F)oc2ccccc12
11. COc1ccc(NC(=O)CCNS(=O)(=O)c2ccc3[nH]c(=O)oc3c2)cc1Cl
12. Cc1cccn2c(=O)c(/C=C(\C#N)C(=O)NCc3ccco3)c(N3CCCC(C)C3)nc12 (stereo not drawn)
entry no.	7	8	9	10	11	12
TbPYK inhibitor	-1%	0%	1%	7%	-2%	-4%
AmpC no deterg	-13%	32%	·	-1%	-22%	16%
HCMV inh	-13	20	9	?	-24	?
AmpC inh detg	-1%	-18%	·	4%	6%	2%
AMA1-RON2 inh	7%	14%	7%	0%	-4%	6%
LmPK inhibitor	7%	-2%	·	-1%	2%	-3%
HCV inh	6%	?	-3%	-5%	8%	?

From entry 11 as far as 12, as listed above:
11. COc1ccc(NC(=O)CCNS(=O)(=O)c2ccc3[nH]c(=O)oc3c2)cc1Cl
12. Cc1cccn2c(=O)c(/C=C(\C#N)C(=O)NCc3ccco3)c(N3CCCC(C)C3)nc12 (stereo not drawn)
entry no.	11	12
TbPYK inhibitor	-2%	-4%
AmpC no deterg	-22%	16%
HCMV inh	-24	?
AmpC inh detg	6%	2%
AMA1-RON2 inh	-4%	6%
LmPK inhibitor	2%	-3%
HCV inh	8%	?

Sorted by number of heavy atoms (low to high): some entries from above.
9. C(=Nc1ccccc1)c1ccc[nH]1
7. CN1OCC(S(=O)(=O)c2ccccc2)C1c1ccccc1 (stereo not drawn)
3. Cc1sc(NC(=O)c2ccccc2)c(C(=O)c2ccccc2)c1C
5. O=C(CN1C(=O)S/C(=C\c2ccccc2F)C1=O)NC1CCS(=O)(=O)C1 (stereo not drawn)
11. COc1ccc(NC(=O)CCNS(=O)(=O)c2ccc3[nH]c(=O)oc3c2)cc1Cl
4. CSc1ccccc1C(=O)NCCS(=O)(=O)N1CCN(c2ccc(F)cc2)CC1
12. Cc1cccn2c(=O)c(/C=C(\C#N)C(=O)NCc3ccco3)c(N3CCCC(C)C3)nc12 (stereo not drawn)
8. COc1cc(-c2cc(C(=O)Nc3nc4ccccc4s3)c3ccccc3n2)cc(OC)c1OC
entry no.	9	7	3	5	11	4	12	8
TbPYK inhibitor	1%	-1%	?	-6%	-2%	0%	-4%	0%
AmpC no deterg	·	-13%	-28%	-10%	-22%	-23%	16%	32%
HCMV inh	9	-13	-28	-62*	-24	1	?	20
AmpC inh detg	·	-1%	-15%	1%	6%	-1%	2%	-18%
AMA1-RON2 inh	7%	7%	-1%[11.6 µM]	36%[activator]	-4%	-1%	6%	14%
LmPK inhibitor	·	7%	0%	3%	2%	·	-3%	-2%
HCV inh	-3%	6%	-13%	19%	8%	-8%	?	?

Next part
13. O=C1CN(C(=O)Cc2ccccc2)C(c2ccc(F)cc2)c2cc(Br)ccc2N1 (stereo not drawn)
14. CCCCn1c(N)c(N(CC(C)C)C(=O)C2CC(=O)N(Cc3ccco3)C2)c(=O)[nH]c1=O (stereo not drawn)
15. CN(C)CCNC(=O)c1ccc2c(c1)N(Cc1ccc(F)cc1)CCS2
16. COc1ccc(NC(=S)NNC(=O)c2nnn(-c3ccccc3)c2C)cc1
17. Nc1ccc2c(c1)C(=O)N(CCCC(=O)O)C2=O
18. O=C(CNC(=O)c1cccs1)OCc1ccc(Br)cc1
entry no.	13	14	15	16	17	18
TbPYK inhibitor	0%	3%	1%	-24%	-12%	-1%
AmpC no deterg	·	2%	81%[activator]	-26%	-10%	152%
HCMV inh	15	-7	-26	12	38	16
AmpC inh detg	1%	1%	-1%	-11%	?	-2%
AMA1-RON2 inh	·	1%	-8%	29%	5%	-8%
LmPK inhibitor	·	-7%	10%	-6%	1%	0%
HCV inh	·	12%	?	17%	6%	5%

19. O=C(NCc1ccccc1)C(c1ccc(F)cc1)N(C(=O)c1csnn1)c1ccccc1 (stereo not drawn)
20. CCOc1cc(C)c(C(C)C)cc1S(=O)(=O)N1CCOCC1
21. Cc1c(C(=O)NC(C)C)c(-c2ccccc2)nn1-c1ccccc1
22. CN1CCN(CCCNC(=O)C2CCN(c3nnc(-n4cccc4)s3)CC2)CC1
23. COc1ccc2cc3cc(C(=O)Nc4ccc5c(c4)OCCO5)oc3nc2c1
24. CC1=C(C#N)C(=O)NC(=O)/C1=C/c1ccc(-c2ccc(S(N)(=O)=O)cc2)o1
entry no.	19	20	21	22	23	24
TbPYK inhibitor	8%	-1%	-11%	0%	-2%	?
AmpC no deterg	-7%	41%	-11%	2%	-30%	-51%
HCMV inh	-27	6	-30	-10	-19	-31
AmpC inh detg	-3%	?	-1%	-8%	?	-6%
AMA1-RON2 inh	0%	11%	-7%	8%	24%	-4%
LmPK inhibitor	-2%	0%	-1%	-4%	-1%	0%
HCV inh	12%	13%	14%	3%	11µM*	11%

25. Cc1ccccc1C(=O)Nc1ccnn1C1CCN(Cc2cnn(C(C)C)c2)CC1
26. C1=C(c2cc3ccccc3cn2)CCCC1
27. CCN(CC)CCCNC(=O)c1ccc2c(SCC(=O)O)c3c(nc2c1)CCC3
28. CC12CCC(=O)N1C(C(=O)OCc1c(Cl)cccc1Cl)CS2 (stereo not drawn)
29. CCc1noc(C)c1C(=O)Nc1ccc(S(=O)(=O)N2CCCC(C)C2)cc1 (stereo not drawn)
30. CN(Cc1ccccc1)C(=O)c1nc2ccccn2c1CNCCn1cccn1
entry no.	25	26	27	28	29	30
TbPYK inhibitor	9%	-3%	·	1%	-7%	-1%
AmpC no deterg	43%	-15%	-12%	21%	-28%	23%
HCMV inh	-13	50	·	-23	?	-1
AmpC inh detg	6%	·	?	-8%	-2%	15%
AMA1-RON2 inh	-8%	11%	·	-2%	-6%	10%
LmPK inhibitor	8%	·	-3%	-6%	·	0%
HCV inh	·	-12%	6%[0.335 µM]	9%	-25%	21%

31. CC(=O)c1ccc2c(c1)C1C=CCC1C(c1ccncc1)N2 (stereo not drawn)
32. Cc1ccc(C(=O)Nc2ccc(C(=O)/C=C/c3cccs3)cc2)cc1
33. Cc1cc(C=O)c(O)cc1O
34. CCOC(=O)N1CCC(NC(=O)CC2C(=O)NCCN2Cc2ccccc2)CC1 (stereo not drawn)
35. CCOC(=O)Cn1cc(/C=N/N2C(=O)C3C4C=CC(C4)C3C2=O)c2ccccc21 (stereo not drawn)
36. CCCNC(=O)CCn1cc(-c2ccc(OC)cc2)nc1-c1ccncc1
entry no.	31	32	33	34	35	36
TbPYK inhibitor	-14%	0%	1%	6%	-16%	-2%
AmpC no deterg	81%[activator]	-35%	-19%	29%	64%[activator]	-3%
HCMV inh	14	1	?	16	-36	-36
AmpC inh detg	-10%	-5%	-12%	-10%	-10%	-16%
AMA1-RON2 inh	-4%	6%	42%[activator]	0%	0%	-7%
LmPK inhibitor	-4%	-3%	-1%	-5%	-1%	-3%
HCV inh	-20%	-16%	14%	1%	2%	20%

37. CN1CCC2(CC1)C(C#N)=C(N)NC(S)=C2C#N
38. Cc1cccc(C)c1NC(=O)CNc1ccccc1
39. CCOc1ccc(-c2nnc(SCC(=O)O)n2Cc2ccccc2)cc1
40. O=C(NNC(=O)C12CC3CC(CC(C3)C1)C2)c1csc(N2CCOCC2)n1
41. CCN(CC(=O)Nc1ccc(OC)cc1)C(=O)Cc1ccsc1
42. COC(=O)c1c(C)oc2ccc(N(C(=O)c3ccncc3)S(=O)(=O)c3c(C)cc(C)cc3C)cc12
entry no.	37	38	39	40	41	42
TbPYK inhibitor	-17%&-10%	-9%	-6%	-2%	12%	3%
AmpC no deterg	-18%&-14%	-9%	-16%	6%	-13%	·
HCMV inh	-23&-12	9	-23	-14	-17	?
AmpC inh detg	0%&-9%	-10%	-15%	-14%	3%	-3%
AMA1-RON2 inh	14%&23%	0%	-7%	134%[activator]	5%	·
LmPK inhibitor	-5%&1%	0%	4%	·	·	·
HCV inh	-24%&-1%	7%	14%	21%	-9%	·

43. O=S(=O)(c1ccc(F)cc1)N1CCN(S(=O)(=O)c2cccs2)CC1
44. O=C(O)CSCC(=O)N1CCc2c([nH]c3ccccc23)C1C(F)(F)F (stereo not drawn)
45. COc1cc(Cl)ccc1OCc1cc(C(=O)N(C)CCc2cnn(C)c2)no1
46. CCOc1ccc(C(C)=O)cc1N1C(=O)C2C3C=CC(C3=C(C)C)C2C1=O (stereo not drawn)
47. CCN(C(=O)COC(=O)c1cc(C)n(-c2ccc(F)cc2)c1C)C1CCS(=O)(=O)C1 (stereo not drawn)
48. Cc1ccc(C(N)=O)cc1S(=O)(=O)Nc1cccc(C)c1C
entry no.	43	44	45	46	47	48
TbPYK inhibitor	-5%	5%	5%	-6%	6%	10%
AmpC no deterg	-8%	-14%	114%[activator]	-11%	97%[activator]	-26%
HCMV inh	-7	-21	30	22	-6	14
AmpC inh detg	-8%	-7%	-4%	6%	-2%	1%
AMA1-RON2 inh	4%	-6%	-5%	4%	-6%	-4%
LmPK inhibitor	2%	4%	2%	1%	6%	1%
HCV inh	3%	9%	-11%	2%	8%	4%

Screens (PubChem BioAssay)
